# PLK1 PBD inh = qHTS for Inhibitors of PLK1-PDB (polo-like kinase 1 - polo-box domain): Primary Screen; Plk1 PBD binding of FITC phosphopeptide, fluorescence polarization; Potency, µM, without a hit: max response, negative = inhibition, actives largely listed as inhibitors; hit rate 2.8% among 360,000; AID 720504, 2013; note: potency is the fitted concentration of half-maximal effect; series mostly up to about 57 µM; % is set by controls: 0 for no effect and ±100 for the full control effect; nearly all actives have a fitted effect of over 65% in size
# WRN inhibitor = qHTS for Inhibitors of WRN Helicase | hit rate 0.46% among 360,000 | Potency, µM (series often up to 114 µM), inactives show at the highest dose activity change, negative = inhibition, most hits filed as inhibitors | WRN helicase unwinding, fluorescent forked duplex, kinetic; note: potency is the fitted concentration of half-maximal effect; % is set by controls: 0 for no effect and ±100 for the full control effect; nearly all actives have a fitted effect of over 55% in size
#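 Enzyme (20 nM final) and test compound sit together 15 min at room temperature before substrate addition. Substrate is a single-forked duplex oligonucleotide (100 nM) labelled with fluorophore and quencher, with 2 mM ATP; helicase unwinding raises red fluorescence, read kinetically.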
# CCT modulator = High-Throughput Screening for Modulators of Cytosolic Chaperonin Activity; purified chaperonin ATPase assay, HTRF ADP detection, 30 min; activity change, % (no concentration beside the values), hits read low; hit rate 0.3% among 360,000; in the data active = activity change below about -30%; note: % is set by controls: 0 for no effect and ±100 for the full control effect
#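 Nucleotide hydrolysis assay: TRiC at 20–40 nM final (set by batch activity) with 10 uM ATP, 30 min at 37 °C, in presence of 76 uM compound. Detection by competitive ADP HTRF, 30 min ambient.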
# PI5P4K alpha inh = qHTS for Inhibitors of phosphatidylinositol 5-phosphate 4-kinase (PI5P4K) | max response, % | hit rate 1.2% among 330,000 | AID 652105, 2013 | PI5P4Kalpha enzyme, ADP-Glo luminescence, 60 min; stronger effect = lower value; active = max response of -50% or lower; inconclusive = between -30% and -50%; inactive = -30% or higher; note: value at the top dose of about 77 µM; % is set by controls: 0 for no effect and ±100 for the full control effect
#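 Human PI5P4Kalpha with substrate in 0.038 M HEPES pH 7.4, 0.28 mM EGTA, 0.1% CHAPS, 5% DMSO; reaction started with 5 microM ATP (final), 60 min at room temperature. ADP formed read by ADP-Glo luminescence.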
# EPAC2 agonist = qHTS for Agonist of cAMP-regulated guanine nucleotide exchange factor 4 (EPAC2): primary screen; Rap guanine nucleotide exchange factor 4 (Homo sapiens), Q8WZA2; EPAC2 activation, biochemical qHTS; response scale: 100% = 6.5 mM cAMP response; Potency, µM (highest dose often 154 µM), without a hit: at the top dose activation, most hits filed as activators; hit rate 0.079% among 360,000; AID 720711, 2013; note: potency is the fitted concentration of half-maximal effect; nearly all actives have a fitted effect of over 50% in size
# Target sequence (Q8WZA2 whole entry, looked up): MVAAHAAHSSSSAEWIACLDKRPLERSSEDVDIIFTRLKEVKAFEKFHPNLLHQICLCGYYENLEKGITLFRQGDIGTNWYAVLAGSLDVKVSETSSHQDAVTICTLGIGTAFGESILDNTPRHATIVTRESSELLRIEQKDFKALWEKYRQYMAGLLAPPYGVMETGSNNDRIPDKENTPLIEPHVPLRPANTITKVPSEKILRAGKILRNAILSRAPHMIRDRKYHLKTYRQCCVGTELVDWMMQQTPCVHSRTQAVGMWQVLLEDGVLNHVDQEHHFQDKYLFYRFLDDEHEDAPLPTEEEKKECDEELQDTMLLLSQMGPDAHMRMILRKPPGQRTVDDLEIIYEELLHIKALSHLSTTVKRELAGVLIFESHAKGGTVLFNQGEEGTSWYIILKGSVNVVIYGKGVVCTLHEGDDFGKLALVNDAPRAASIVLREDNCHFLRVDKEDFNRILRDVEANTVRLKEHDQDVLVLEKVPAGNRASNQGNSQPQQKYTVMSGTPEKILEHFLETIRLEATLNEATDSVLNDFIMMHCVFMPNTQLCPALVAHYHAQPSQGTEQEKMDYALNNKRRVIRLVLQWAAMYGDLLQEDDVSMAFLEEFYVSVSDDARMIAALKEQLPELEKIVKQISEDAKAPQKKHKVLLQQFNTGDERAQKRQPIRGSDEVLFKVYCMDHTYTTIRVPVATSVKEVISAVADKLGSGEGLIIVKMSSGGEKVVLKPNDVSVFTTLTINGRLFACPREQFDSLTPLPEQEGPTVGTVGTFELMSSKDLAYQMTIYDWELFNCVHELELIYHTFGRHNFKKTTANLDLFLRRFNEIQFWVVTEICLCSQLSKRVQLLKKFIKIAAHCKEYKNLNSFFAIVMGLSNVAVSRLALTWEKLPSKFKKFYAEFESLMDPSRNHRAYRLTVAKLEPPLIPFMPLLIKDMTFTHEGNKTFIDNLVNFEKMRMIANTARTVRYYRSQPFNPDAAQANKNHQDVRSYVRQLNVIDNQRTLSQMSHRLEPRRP
#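 Compounds were titrated in qHTS against a Rap1B-BODIPY-GDP (250 nM) complex with EPAC2 (100 nM) and GDP (50 uM). BODIPY-GDP release tracked at 480/540 nm over 30 min at room temperature, normalized to 6.5 mM cAMP.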
# EPAC1 antagonist = qHTS for Antagonist of cAMP-regulated guanine nucleotide exchange factor 3 (EPAC1): primary screen; EPAC1 GEF assay, Rap1b-BODIPY-GDP exchange fluorescence; Potency, µM (series often up to 115 µM), without a hit: at the highest dose activity change, negative = inhibition, usual class: inhibitors; hit rate 0.14% among 360,000; Rap guanine nucleotide exchange factor 3 (Homo sapiens), O95398;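 note: potency is the fitted concentration of half-maximal effect; plate controls were vehicle for no effect and positive control for full effect; nearly all actives have a fitted effect of over 50% in size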
# IL2 activator = qHTS of IL-2 Activators | hit rate 0.065% among 360,000 | IL-2 activation reporter assay, cell-based qHTS; stimulated with anti-CD3/CD4/CD28 beads; in transgenic mouse T cells | activation, % (series mostly up to about 46 µM) | AID 652025, 2013; in the data active = activation above about 50%; inconclusive = mostly about 30% to 49%; note: 0% is about no effect
#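 Quantitative HTS in unstimulated transgenic mouse T cells, with memory T cells as non-tolerant control and PMA/ionomycin as tolerance-bypass control. Compound pretreatment lasted 60 minutes before 18 h bead stimulation; EGFP/DsRed fluorescence read.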
# EPAC1 agonist = qHTS for Agonist of cAMP-regulated guanine nucleotide exchange factor 3 (EPAC1): primary screen; EPAC1 agonist qHTS, biochemical assay; response scale: 100% = response to 6.5 mM cAMP; Potency, µM (series often up to 154 µM), inactives show top-dose activation, hits mostly activators; hit rate 0.073% among 360,000; note: potency is the fitted concentration of half-maximal effect; nearly all actives have a fitted effect of over 60% in size
#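 Nucleotide exchange by EPAC1 (100 nM) on Rap1B–BODIPY-GDP (250 nM) in the presence of 50 uM GDP is tracked fluorescently at 480/540 nm over 30 min. Signals are normalized to a 6.5 mM cAMP control.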
# * marks the source's active call; other numbers are inactive results; ? = inconclusive; . = not tested or not shown; [ ] = dose if it differs, or a comment. Unless noted, calls come from the whole dose curve; as a rule, active = well fitted curve in the direction sought with a large enough effect; inconclusive = small, poorly fitted or top-dose-only effect, or another doubt; inactive = no such curve, though single readings can be large; an effect the other way counts as inactive or inconclusive. Not all compounds are listed; rates above refer to the full screens.
# Preview (12 entries):
SMILES,PLK1 PBD inh,WRN inhibitor,CCT modulator,PI5P4K alpha inh,EPAC2 agonist,EPAC1 antagonist,IL2 activator,EPAC1 agonist
CC/C(=N/NC(=O)c1ccc2c(c1)OCO2)c1ccccc1O,-4%,-3%,1.4,-3,9%,?,-0.1,1%
O=C(COC(=O)CCC1CCCC1)Nc1ccc(F)cc1Cl,-8%,-2%,-0.9,9,6%,-13%,0.1,-1%
Cc1cccc(CCN(C(=O)Cc2cccs2)C(C(=O)NC2CCCCC2)c2cccnc2)c1 (stereo not given),-1%,-10%,1.3,7,-3%,-6%,1.1,6%
O=[N+]([O-])c1ccn(-c2nc(-c3cccs3)cc(C(F)(F)F)n2)n1,2%,5%,1.8,0,3%,12%,-0.3,2%
COc1ccc(-c2ccc(SCC(=O)NCc3ccco3)nn2)cc1OC,-8%,-31%,-0.3,-3,-11%,-1%,-0.5,14%
CC(=O)OCC1CC(COC(C)=O)C(COC(C)=O)CC1COC(C)=O (stereo not given),3%,-1%,-0.7,-1,5%,17%,-1.9,-7%
O=C(CSc1n[nH]c(-c2ccccn2)n1)Nc1cccc(Cl)c1,-8%,-4%,-0.8,-6,6%,-6%,-1.1,0%
COc1ccc(C2C(C(C)=O)=C(O)C(=O)N2c2nccs2)cc1OC (stereo not given),-7%,-15%,-0.2,13,7%,-24%,-0.5,1%
C/C(=N/OC(=O)c1ccc(C)cc1)c1ccc(N2C(=O)C3CCCCC3C2=O)cc1 (stereo not given),30µM*,1%,0.4,-25,-3%,-2%,-0.4,2%
O=C1CCCC2=C1CC(C(=O)OCc1ccccc1)C(=O)N2Cc1ccccc1 (stereo not given),-13%,-3%,-1.8,-7,13%,-24%,0.8,-21%
C/C(CCc1ccc2c(c1)OCO2)=N\N=C(/N)SC1CC(=O)N(c2ccccc2F)C1=O (stereo not given),-5%,-19%,-2.7,5,-6%,2%,-0.1,10%
CCCCN(C(=O)c1ccc(S(=O)(=O)N(C)c2ccccc2)cc1)c1c(N)n(CCC)c(=O)[nH]c1=O,-11%,-4%,0.0,1,14%,-17%,0.4,2%

# Results, from the first entry:
SMILES,PLK1 PBD inh,WRN inhibitor,CCT modulator,PI5P4K alpha inh,EPAC2 agonist,EPAC1 antagonist,IL2 activator,EPAC1 agonist
CC/C(=N/NC(=O)c1ccc2c(c1)OCO2)c1ccccc1O,-4%,-3%,1.4,-3,9%,?,-0.1,1%
O=C(COC(=O)CCC1CCCC1)Nc1ccc(F)cc1Cl,-8%,-2%,-0.9,9,6%,-13%,0.1,-1%
Cc1cccc(CCN(C(=O)Cc2cccs2)C(C(=O)NC2CCCCC2)c2cccnc2)c1 (stereo not given),-1%,-10%,1.3,7,-3%,-6%,1.1,6%
O=[N+]([O-])c1ccn(-c2nc(-c3cccs3)cc(C(F)(F)F)n2)n1,2%,5%,1.8,0,3%,12%,-0.3,2%
COc1ccc(-c2ccc(SCC(=O)NCc3ccco3)nn2)cc1OC,-8%,-31%,-0.3,-3,-11%,-1%,-0.5,14%
CC(=O)OCC1CC(COC(C)=O)C(COC(C)=O)CC1COC(C)=O (stereo not given),3%,-1%,-0.7,-1,5%,17%,-1.9,-7%
O=C(CSc1n[nH]c(-c2ccccn2)n1)Nc1cccc(Cl)c1,-8%,-4%,-0.8,-6,6%,-6%,-1.1,0%
COc1ccc(C2C(C(C)=O)=C(O)C(=O)N2c2nccs2)cc1OC (stereo not given),-7%,-15%,-0.2,13,7%,-24%,-0.5,1%
C/C(=N/OC(=O)c1ccc(C)cc1)c1ccc(N2C(=O)C3CCCCC3C2=O)cc1 (stereo not given),30µM*,1%,0.4,-25,-3%,-2%,-0.4,2%
O=C1CCCC2=C1CC(C(=O)OCc1ccccc1)C(=O)N2Cc1ccccc1 (stereo not given),-13%,-3%,-1.8,-7,13%,-24%,0.8,-21%
C/C(CCc1ccc2c(c1)OCO2)=N\N=C(/N)SC1CC(=O)N(c2ccccc2F)C1=O (stereo not given),-5%,-19%,-2.7,5,-6%,2%,-0.1,10%
CCCCN(C(=O)c1ccc(S(=O)(=O)N(C)c2ccccc2)cc1)c1c(N)n(CCC)c(=O)[nH]c1=O,-11%,-4%,0.0,1,14%,-17%,0.4,2%
CCOc1ccc(OCC)c(S(=O)(=O)NCc2cccnc2)c1,0%,-8%,2.3,6,31%[15.6 µM],3%,0.3,-1%
CC(=O)c1cc(CN2CCN(C3CCCCC3)C(CCO)C2)cs1 (stereo not given),-3%,-20%[57.1 µM],-0.9,3,3%,-16%,1.2,2%
COc1cc(O)c2c(=O)c(-c3ccc(O[C@@H]4O[C@H](CO)[C@@H](O)[C@H](O)[C@H]4O)cc3)coc2c1,-8%,9%,-2.1,-1,8%,1%,9.1,-8%
COc1cccc(C(C)(O)c2nc(-c3ccc(OC)c(OC)c3)cs2)c1 (stereo not given),-18%,-7%,-0.1,-2,16%,-17%,0.7,1%
COc1cccc(NC(=S)Nc2ccc(Br)cc2Cl)c1,-21%,-1%,-1.4,-2,13%,-3%,-3.0,-2%
O=C(CSc1nnc(-c2cccnc2)s1)Nc1cccc(C(=O)O)c1,-1%,-6%,0.1,7,-1%,2%,0.4,-6%
CC1=C(C(=O)OCCNC(=O)c2cccnc2)C(c2cccc([N+](=O)[O-])c2)C(C(=O)OCCN(C)C)=C(C)N1 (stereo not given),3%,-5%,-4.0,5,2%,-2%,-0.2,0%
CCOc1ccc(/C=N/n2nnnc2N)cc1OCC,-1%,3%,-4.1,1,-3%,0%,0.6,-4%
CCN1C(=O)c2ccccc2Sc2ccc(C(=O)NCCN3CCOCC3)cc21,-2%,-1%,-0.6,6,15%,7%,-1.3,15%
CCOCCCNC(=O)CCC(=O)NNc1nc2ccccc2c2nc(-c3ccccc3)nn12,-2%,9%,1.8,-1,-11%,-16%,-0.6,-1%
CC(NC(=O)c1ccco1)c1ccc(-n2ccnc2)cc1 (stereo not given),-6%,-24%,-3.1,0,-2%,-13%,1.6,-13%
O=C(CS(=O)(=O)c1ccccc1)Nc1nnc(C(F)(F)F)s1,-5%,-12%,-1.7,2,3%,-23%,-0.8,-7%
CN(C)/C=C/C(=O)c1ccc([N+](=O)[O-])c(CS(=O)(=O)c2ccc(Cl)cc2)c1,3%,-6%,0.2,-10,-1%,-7%,-1.7,-7%

# Full records as entered above. Order of screens: PLK1 PBD inh, WRN inhibitor, CCT modulator, PI5P4K alpha inh, EPAC2 agonist, EPAC1 antagonist, IL2 activator, EPAC1 agonist
# O=C(COC(=O)CCC1CCCC1)Nc1ccc(F)cc1Cl is listed as -8%, -2%, -0.9, 9, 6%, -13%, 0.1, -1%
# CCOc1ccc(/C=N/n2nnnc2N)cc1OCC is listed as -1%, 3%, -4.1, 1, -3%, 0%, 0.6, -4%

# Carrying on.
SMILES,PLK1 PBD inh,WRN inhibitor,CCT modulator,PI5P4K alpha inh,EPAC2 agonist,EPAC1 antagonist,IL2 activator,EPAC1 agonist
COC1(OC)C(/C=C/c2ccc(C)cc2)C(C#N)(C#N)C1(OC)OC (stereo not given),-14%,-6%,2.1,11,-7%,-37%,-2.0,5%
COc1ccc(N2CCN(S(=O)(=O)c3cc(Br)cnc3N)CC2)cc1,-16%,-1%,-1.4,7,9%,-6%,-1.7,1%
Cc1cc(C)c(C2C3=C(Nc4c2c(C)nn4-c2ccccn2)c2ccccc2C3=O)c(C)c1 (stereo not given),-14%,8%,-1.2,-7,3%,-26%,-0.4,-9%
CCOc1ccccc1Nc1cc(C)nc2ccc(C)cc12,-4%,-28%,-3.8,-2,13%,-6%,-1.0,4%
COc1ccc(OC)c(NC(=O)Cn2cc(C=O)c3ccccc32)c1,-4%,-4%,0.3,-1,-10%,1%,-2.8,-10%
Cc1cc(C)n(Cc2ccc(C(=O)O)cc2)n1,-3%,-8%,1.7,.,8%,-8%,-0.2,5%
CC1=C(C(=O)OCC2CCCO2)C(c2coc3ccccc3c2=O)C2=C(CCCC2=O)N1 (stereo not given),1%,0%,0.1,-7,-2%,6%,0.6,-7%
COc1ncnc2c1ncn2CCCN(C)CCc1ccccn1,-5%,6%,1.5,-13,2%,9%,-0.8,-17%
OCc1cccc(-c2csc(C(O)(c3ccccc3)C(F)(F)F)n2)c1 (stereo not given),6%,3%,-5.8,0,8%,-11%,1.2,2%
O=C(Nn1cnnc1)c1cc(-c2ccccn2)nc2ccccc12,-1%,-4%,-1.4,-12,7%,16%,-0.4,4%
CC1=C(C(=O)Nc2ccccc2C(=O)NCc2ccccc2)SCCO1,5%,-5%,0.0,-1,-3%,-4%,-2.6,7%
COc1cc(C2NC(=S)NC(c3ccccc3)=C2C(C)=O)ccc1O (stereo not given),-22%,-2%,-0.2,1,6%,-28%,0.3,-3%
Cc1ccc(NC(=O)c2ccc(NCc3ccc(F)cc3)nc2)cc1,-5%,6%,1.9,-3,-4%,-7%,-1.1,-5%
COC(=O)N1N=C(c2ccc(Br)cc2)CC1(O)C(F)(F)F (stereo not given),-29%,-22%,-2.6,-8,-11%,-3%,-0.8,0%
COc1cccc(NC(=O)CNC(=O)Cn2cnc3sc(C)c(C)c3c2=O)c1,-11%,0%,1.1,5,-4%,?,-1.6,6%
Cc1cccn2c(=O)c(C=NCCO)c(NCc3ccco3)nc12,-14%,-6%,-3.0,0,16%,-3%,1.1,11%
Cc1nnc(C)n1/N=C/c1cccc([N+](=O)[O-])c1,-1%,2%,-1.4,1,-1%,-9%,-1.9,-5%
COc1ccc(NC(=O)Cn2cc(S(=O)(=O)Cc3ccccc3)c3ccccc32)c(OC)c1,-4%,-11%,-0.6,?,5%,?,-0.2,2%
O=C(NCCCN1CCOCC1)c1cc2c(s1)CSC2,-7%,-22%,-1.6,.,2%,10%,-3.1,-5%
CCC(C)(C)NC(=O)CN(Cc1ccco1)C(=O)CCC(=O)Nc1nccs1,-2%,10%,-0.9,-5,9%,-10%,0.3,3%
COc1cc(NC(=O)c2ccc(S(=O)(=O)N(C)c3ccccc3)cc2)cc(OC)c1,8%,-1%,-2.2,-1,7%,3%,-0.7,-15%
CCCn1c(=S)[nH]c2cc(OC)c(OC)cc2c1=O,-3%,-15%,-3.2,.,1%,-2%,-1.2,-1%
CCCCN1C(=O)C(CC(=O)NC2CCCC2)CC(C(=O)N(C)C)=C1C (stereo not given),-3%,0%,-8.7,-1,6%,16%,2.5,10%
